DDE Tn6 FP inh – inhibitors of Tn6 peptide binding to human fibrin DD(E); P02675; Fibrin DD(E) TRITC-Tn6 fluorescence polarization displacement; inhibition, % at 8.3 µM; 0.21% of 370,000 active;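 active means inhibition above a per-campaign cutoff: mean of compounds within control limits plus 3 SD, cut at about 15% in these data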;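 further: 0% = median of all compound wells on the plate and 100% = blocking peptide control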
PLCb3 inh – inhibitors of human phospholipase C beta3 | Q01970 | Purified PLC-beta3, fluorogenic substrate, fluorescence | inhibition, % at 12.2 µM | 0.18% of 370,000 active | AID 720704; in the data active means inhibition above about 11%;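 further: 0% = median of compound wells on plate and 100% = full blocker control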
PLC-gamma1 inh – blocks human PLC-gamma1 enzyme activity; P19174; purified PLC-gamma1, fluorogenic substrate, fluorescence; inhibition, % at 12.2 µM; 0.84% of 370,000 active; in the data active means inhibition above about 9.5%
Target sequence (P19174 whole entry, looked up): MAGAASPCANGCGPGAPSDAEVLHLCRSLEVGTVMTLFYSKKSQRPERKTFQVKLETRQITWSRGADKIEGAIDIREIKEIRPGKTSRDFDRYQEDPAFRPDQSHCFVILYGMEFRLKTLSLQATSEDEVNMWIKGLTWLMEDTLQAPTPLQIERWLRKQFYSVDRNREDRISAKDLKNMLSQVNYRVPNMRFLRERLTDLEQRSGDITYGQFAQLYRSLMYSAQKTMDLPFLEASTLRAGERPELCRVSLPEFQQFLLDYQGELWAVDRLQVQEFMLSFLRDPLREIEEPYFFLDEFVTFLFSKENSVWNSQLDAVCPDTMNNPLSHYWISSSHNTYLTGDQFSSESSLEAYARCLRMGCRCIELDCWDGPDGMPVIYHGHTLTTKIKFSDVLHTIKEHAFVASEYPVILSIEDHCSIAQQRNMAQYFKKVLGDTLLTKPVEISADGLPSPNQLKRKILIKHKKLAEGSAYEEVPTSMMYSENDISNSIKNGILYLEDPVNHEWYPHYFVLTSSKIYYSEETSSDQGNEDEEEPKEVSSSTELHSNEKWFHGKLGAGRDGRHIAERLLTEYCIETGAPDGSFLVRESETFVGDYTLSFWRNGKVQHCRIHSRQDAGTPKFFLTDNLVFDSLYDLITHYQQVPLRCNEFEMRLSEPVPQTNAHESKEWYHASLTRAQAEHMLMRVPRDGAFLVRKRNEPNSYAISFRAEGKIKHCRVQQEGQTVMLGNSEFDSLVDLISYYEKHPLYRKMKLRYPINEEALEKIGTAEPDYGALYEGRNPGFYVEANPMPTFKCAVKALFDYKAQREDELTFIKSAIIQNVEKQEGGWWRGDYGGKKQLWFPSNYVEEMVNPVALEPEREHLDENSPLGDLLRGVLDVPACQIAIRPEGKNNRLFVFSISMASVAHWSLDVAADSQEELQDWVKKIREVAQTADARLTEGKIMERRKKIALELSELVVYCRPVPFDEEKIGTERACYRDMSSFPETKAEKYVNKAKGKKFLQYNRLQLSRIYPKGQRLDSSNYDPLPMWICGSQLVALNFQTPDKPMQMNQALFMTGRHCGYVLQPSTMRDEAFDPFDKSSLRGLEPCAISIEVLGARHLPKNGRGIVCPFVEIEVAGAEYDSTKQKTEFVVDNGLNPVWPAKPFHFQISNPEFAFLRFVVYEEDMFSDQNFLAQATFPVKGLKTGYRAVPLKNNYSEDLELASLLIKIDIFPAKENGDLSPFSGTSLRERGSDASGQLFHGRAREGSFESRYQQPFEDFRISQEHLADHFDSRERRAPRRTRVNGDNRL
Tn7 DDE FP – DD(E)-Tn7 binding inhibition, primary FP screen; P02675; FP displacement of FITC-Tn7 peptide from fibrin DD(E); 0% = median of compound wells per plate; inhibition, % at 8.3 µM; 0.13% of 370,000 active;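 active means inhibition above the mean of compounds falling within the control limits plus 3 SD of them, cut at about 14% in these data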;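 further: 0% = plate median of compound wells and 100% = 10 µM Aha-Tn7 peptide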
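Measure: % inhibition scaled between sample-field median and high-control FP; Test system: human fibrin DD(E); Quantity: 2 µM final DD(E) protein; Doses: one dose, 8.3 µM nominal; Schedule: compound with protein 10 min, then 3 h after probe, room temperature; Detection: fluorescence polarization; Medium: Tris buffer with calcium and detergent, pH 7.8.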
proKLK7 act – activators of human kallikrein-7 zymogen; P49862; purified proKLK7, EDANS-DABCYL substrate fluorescence; 100% is mature enzyme control, 0% vehicle; activation, % at 7 µM; 0.9% of 370,000 active;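 active means activation above the mean of all tested compounds plus 3 SD, computed per campaign excluding outliers beyond control limits, cut at about 13% in these data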
sPLA2-III inh – Inhibits HGIII-sPLA2 liposome hydrolysis, primary screen; 0.56% of 370,000 active; QFRET BODIPY PC-A2 liposome hydrolysis, fluorescence; inhibition, % at 12.2 µM;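 active means inhibition above mean plus 3 SD of compounds lying within the high and low control bounds, cut at about 19% in these data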;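 further: 0% = median of test compound wells and 100% = no enzyme DMSO wells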
UHRF1 MBD2 ctr – blocks human UHRF1 binding to methylated DNA; Q96T88; UHRF1 binding to methylated oligo, TR-FRET; inhibition, % at 4.4 µM; 0.75% of 370,000 active; in the data active means inhibition above about 21%;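 further: UHRF1 SRA domain binding a hemimethylated CpG hairpin DNA probe; 0% = median of test compound wells and 100% = reference inhibitor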
ARFGAP1 inhibitor – rat ARFGAP1 inhibition; Q62848; AID 651572; inhibition, % at 16.5 µM; 0.26% of 360,000 active; Arfgap1-stimulated ARF1 GTP hydrolysis, GDP FP detection;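 active means inhibition above a per-plate limit, mean inhibition of low control wells plus 3 SD, cut at about 25% in these data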;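 further: 0% = DMSO wells with enzyme and 100% = wells lacking Arfgap1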
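Material: rat Arfgap1 catalytic domain, aa 1-136; also added: human ARF1(Δ1-17)-GTP substrate; compound dosing: one concentration, 16.5 µM, DMSO 1.26%; incubation: GTP hydrolysis reaction 2 h at 25 °C; measured by: Tracer-displacement fluorescence polarization with EDTA stop, 620/688 nm; evaluation: % inhibition from polarization; repeats: one replicate per compound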
ASAP1 GAP inh – ASAP1 ArfGAP inhibition. 0.19% of 360,000 active. AID 624377. ASAP1-stimulated ARF1 GTP hydrolysis, GDP FP detection. inhibition, % at 16.5 µM. Q9ULH1; in the data active means inhibition above about 25%;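 further: 0% = vehicle with enzyme and substrate and 100% = no enzyme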
NR1D1 modulator – Rev-erb alpha (human) modulation | 0.79% of 370,000 active | Rev-erbα–FITC-DNA binding, fluorescence polarization, 90 min | activity, % at 10 µM;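 active means activity above about 14%, limit read from the data; passing the limit was not always enough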;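 further: 0% = DMSO wells with 35 nM protein and 100% = DMSO wells with 750 nM protein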
The depositor's hits bear a star; i = inactive; nt = not tested or not shown.

SMILES	DDE Tn6 FP inh	PLCb3 inh	PLC-gamma1 inh	Tn7 DDE FP	proKLK7 act	sPLA2-III inh	UHRF1 MBD2 ctr	ARFGAP1 inhibitor	ASAP1 GAP inh	NR1D1 modulator
O=C(NCC(c1ccco1)N1CCN(c2ccc(F)cc2)CC1)C(=O)NC1CCCC1 (stereo not given)	3	-6	2	4	0.0	1	1	5	10	-3
COC(=O)C[C@@H]1CC[C@H](NS(=O)(=O)c2cccc(F)c2)[C@@H](CO)O1	4	-2	-1	-3	0.1	6	4	2	3	1
CC(NC(=O)CC12CC3CC(CC(C3)C1)C2)C(=O)O (stereo not given)	0	0	-1	2	0.6	12	0	-8	-11	6
Cc1onc(-c2ccccc2)c1C(=O)NCC1CCCO1 (stereo not given)	0	0	0	4	-0.3	-3	1	2	-4	5
Fc1ccccc1/C=N/Nc1nc2ccccc2o1	-8	-129	-104	-6	-0.7	-9	-1	8	-10	-4
C=CCN1C(=O)c2ccc(C(=O)N(CC)CC(=O)Nc3ccc(OC)cc3)cc2C1=O	0	-3	7	2	0.3	-4	3	-4	3	-2
O=C(NCCOc1ccccc1)c1ccccc1NC(=O)C1CCCO1 (stereo not given)	-4	-5	-3	-3	0.3	0	1	7	17	-1
CSc1ccccc1NC(=O)CN(C)CC(=O)Nc1cccc(Br)c1	0	-7	1	11	0.1	-14	2	6	-17	-6
Cc1ccc(S(=O)(=O)Nc2nc(-c3ccc(F)cc3)cs2)cc1	7	-11	-5	3	0.3	-32	-1	7	-7	-6
Cc1ccc(NC(=O)Nc2cccc([N+](=O)[O-])c2)nc1	-4	2	-1	-4	0.3	0	1	-9	6	-10
Cc1ccccc1NC(=O)CC(O)(C(F)(F)F)C(F)(F)F	-7	3	3	2	-0.1	8	10	6	4	9
CCOC(=O)[C@H]1[C@H]2COc3ccc(Cl)cc3[C@@H]2N2C(=O)c3ccc(C)cc3NC(=O)[C@@]12C	1	1	0	4	0.3	3	2	12	7	-2
Nn1c(-c2cccc(O)c2)nnc1-c1cccc(O)c1	-3	-2	2	5	-0.2	5	3	14	11	1
CN(C)S(=O)(=O)c1cccc(C(=O)OCC(=O)N2CCCC2=O)c1	3	-4	2	-4	0.0	-5	1	3	-5	-8
Cc1ccccc1NC(=O)c1c(C)nc(SCC(=O)OCc2ccccc2)c(C#N)c1-c1ccc(F)cc1	-4	-6	-4	-5	0.9	2	-1	-3	11	6
COc1ccc(NC(=O)Cc2coc3cc(C)c(C(C)C)cc23)cc1S(=O)(=O)N1CCOCC1	-3	-7	1	-3	0.6	-23	-2	5	-1	-6
CC(=O)Nc1ccc(S(=O)(=O)NC2CC3CCC2C3)cc1 (stereo not given)	0	-6	0	7	-0.4	5	1	-5	-1	3
CCOC(=O)c1c(C)[nH]c(C)c1C(=O)COc1ccc(NC(=O)c2ccco2)cc1	1	0	0	-1	0.4	-12	-1	19	0	-6
Cc1ccc(Oc2c(F)c(F)nc(N3CCCC3)c2F)cc1	4	-1	-1	-5	0.9	2	-1	-7	-1	-1
COc1cccc(OCc2cc(C3Nc4ccccc4C(=O)N3Cc3ccco3)ccc2OC)c1 (stereo not given)	-3	-176	-151	2	-13	1	-2	-3	-1	2
C=CCc1cccc(/C=N/NC(=O)CCC(=O)Nc2ccc(C)cc2)c1O	-7	-10	-5	5	-1.4	-3	1	14	-4	-6
COCCOC1CCN(C(=O)C2CCC(=O)N(CCc3cccc(F)c3)C2)CC1 (stereo not given)	-1	-4	1	0	0.1	2	-4	-20	-4	-2
C[C@@]12C(C[C@H](O)[C@@]34C[C@@H](CCC13)[C@@H](CO)C4=O)[C@](C)(C(=O)O)CC[C@@H]2O (stereo not given in full)	21*	3	2	6	0.3	3	-2	1	8	-5
O=C(NCC1CCCO1)c1ccccn1 (stereo not given)	-1	3	-2	-8	-0.2	1	-1	1	-1	-1
O=C(Nc1cc(N2CCCCC2)ncn1)c1ccccc1	6	2	0	-1	-0.1	-5	-1	3	2	-2

Sorted by SMILES length (smallest number first): 6 of the compounds above
SMILES	DDE Tn6 FP inh	PLCb3 inh	PLC-gamma1 inh	Tn7 DDE FP	proKLK7 act	sPLA2-III inh	UHRF1 MBD2 ctr	ARFGAP1 inhibitor	ASAP1 GAP inh	NR1D1 modulator
O=C(NCC1CCCO1)c1ccccn1 (stereo not given)	-1	3	-2	-8	-0.2	1	-1	1	-1	-1
Fc1ccccc1/C=N/Nc1nc2ccccc2o1	-8	-129	-104	-6	-0.7	-9	-1	8	-10	-4
O=C(Nc1cc(N2CCCCC2)ncn1)c1ccccc1	6	2	0	-1	-0.1	-5	-1	3	2	-2
CC(NC(=O)CC12CC3CC(CC(C3)C1)C2)C(=O)O (stereo not given)	0	0	-1	2	0.6	12	0	-8	-11	6
O=C(NCCOc1ccccc1)c1ccccc1NC(=O)C1CCCO1 (stereo not given)	-4	-5	-3	-3	0.3	0	1	7	17	-1
C[C@@]12C(C[C@H](O)[C@@]34C[C@@H](CCC13)[C@@H](CO)C4=O)[C@](C)(C(=O)O)CC[C@@H]2O (stereo not given in full)	21*	3	2	6	0.3	3	-2	1	8	-5

More records.
SMILES	DDE Tn6 FP inh	PLCb3 inh	PLC-gamma1 inh	Tn7 DDE FP	proKLK7 act	sPLA2-III inh	UHRF1 MBD2 ctr	ARFGAP1 inhibitor	ASAP1 GAP inh	NR1D1 modulator
O=C(NC1CCCC1)C1CCCN(S(=O)(=O)c2ccc(-n3cnnn3)cc2)C1 (stereo not given)	0	0	0	-1	0.7	1	0	-6	-9	1
O=C(c1ccc([N+](=O)[O-])cc1)N1CCc2ccccc2C1	-4	4	7	-10	-0.2	1	3	2	-3	-5
NC(=O)C1CCCN(S(=O)(=O)c2ccc3ccccc3c2)C1 (stereo not given)	2	0	3	2	-0.1	1	-3	1	7	1
COc1ccc(/C(O)=C2\C(=O)C(=O)N(Cc3ccco3)C2c2ccc(OC)cc2OC)cc1 (stereo not given)	1	-6	-5	0	0.2	4	-4	1	-1	nt
COc1ccc(OCC(=O)N2CCc3ccccc32)c([N+](=O)[O-])c1	-3	1	0	-5	-0.5	2	-2	-2	-1	-3
Cc1c(Cl)cccc1NS(=O)(=O)c1c(C(=O)N2CCOCC2)c(C)n(C)c1C	4	-2	0	-8	0.1	0	0	-2	-5	-2
O=C(CN1CCN(S(=O)(=O)c2ccc(F)cc2)CC1)Nc1ccc(F)cc1F	0	-9	7	3	0.7	-5	1	-7	3	3
COc1ccc(-c2nn3c(-c4ccccc4)nnc3s2)cc1	0	-1	-3	8	-0.5	-16	-9	-1	-1	-2
COc1ccccc1CNC(=O)c1cn(C)c2ccc(S(=O)(=O)N3CCCCC3)cc2c1=O	0	-2	-1	5	0.0	0	-1	10	-5	9
Cc1ccn(CCC(=O)Nc2ccc3c(c2)OCO3)n1	4	-11	-1	-5	0.2	-2	-3	-1	1	2
COc1ccc(NC(=O)Nc2ccccc2OC)cc1	3	1	1	-1	-0.4	-3	-12	1	-7	6
O=S(=O)(NCCN1CCOCC1)c1cc(Cl)ccc1Cl	-3	-3	-2	5	0.5	1	0	0	2	4
Cc1cc(C)c2c(c1)c(C)cc1nnc(SCC(=O)NCc3ccco3)n12	0	-13	-12	0	0.2	-4	-8	4	2	-3
COc1cc(-c2nc3cnccn3c2Nc2ccc(C)cc2)ccc1O	-5	-452	-345	-1	0.5	-28	-1	-13	-9	1
CCOc1ccc(C(=O)NC2C(=O)N3C(C(=O)O)=C(COC(C)=O)CSC23)cc1OCC (stereo not given)	0	-9	-7	4	-0.9	0	1	-3	7	1
COC(=O)[C@]12CCCCC=C1N(Cc1ccco1)C(=O)[C@H](CC(=O)NCc1ccccc1)C2	-3	-4	0	-9	0.1	0	12	10	1	3
Cc1cc(C)nc(NS(=O)(=O)c2ccc(N3C(=O)c4ccccc4C3=O)cc2)n1	4	0	1	8	-0.9	2	-2	-13	-1	8
c1ccc2c(c1)ncn2Cc1nnc2sc(-c3ccncc3)nn12	-6	2	0	-3	0.1	7	-2	14	1	3
O=C(N/N=C/c1ccc[nH]1)c1ccc([N+](=O)[O-])cc1	3	9	4	-4	0.8	12	0	11	9	3
CCC1CCCCN1Cc1ccc(CNC(=O)CCc2nnc3ccc(N4CCCCC4)nn23)o1 (stereo not given)	-7	-6	4	3	0.4	-5	-2	-7	-5	0
Nc1nc(-c2cccnc2)nn1C(=O)c1ccc(F)cc1	-1	-2	1	-1	-0.1	9	5	13	1	2
CC(=O)N1C[C@H]2CON(C)[C@H]2C[C@H]1c1ccccc1-c1ccccc1	-1	7	2	0	0.2	3	-3	1	5	4
CCOc1ccc(S(=O)(=O)NC(C)C(=O)NC2CCCC2)cc1 (stereo not given)	8	-5	1	-1	0.7	5	1	-12	4	1
COCCn1c(=NC(=O)c2cc(Cl)sc2Cl)sc2cc(S(N)(=O)=O)ccc21	-2	-21	-24	2	-0.7	-4	0	3	-13	15
COc1ccc(CCNC(=O)Cn2c(=O)n(CCCC(=O)NCc3ccco3)c(=O)c3sccc32)cc1OC	8	-8	0	-5	0.1	5	0	-7	-7	4
Continued:
SMILES	DDE Tn6 FP inh	PLCb3 inh	PLC-gamma1 inh	Tn7 DDE FP	proKLK7 act	sPLA2-III inh	UHRF1 MBD2 ctr	ARFGAP1 inhibitor	ASAP1 GAP inh	NR1D1 modulator
N#Cc1ccc(S(=O)(=O)NC2CCCCNC2=O)cc1 (stereo not given)	6	2	0	9	0.1	-3	-1	4	-1	1
CCCNC(=O)COC(=O)c1cc(-c2ccc(OC)cc2)nc2ccccc12	5	i	i	5	52*	-10	-2	17	-2	-1
O=C(CSc1ccc2nnc(-c3ccncc3)n2n1)Nc1nccs1	-1	2	0	6	0.3	4	3	-7	2	3
c1ccc(OCCOc2ncnc3ccccc23)cc1	-7	-15	1	2	0.1	-2	-3	3	4	1
CC(=O)c1cc(-c2ccc3nonc3c2)c(=O)n2c1CCC2	1	-128	-88	2	-0.1	3	1	nt	nt	6
CC(C)CNC(=O)COc1ccc2c3c(c(=O)oc2c1)CCC3	-5	-2	5	0	-0.4	21*	9	16	6	-1
COc1ccc(C2=NNC(=O)CC2)cc1	11	1	2	8	-0.7	-2	23*	-5	6	-4
Nc1[nH]c(C(=O)c2ccccc2)c(-c2cccnc2)c1C(=O)NC1CCCCC1	7	-1	-3	4	-0.6	11	-3	16	-7	-2
Cc1ncc(CO)c2c1Oc1nc(-c3ccccc3)nc(SCC(=O)Nc3cccc(O)c3)c1C2	-17	-2	-4	-5	0.4	5	-2	-5	10	-6
O=C(NNC(=S)NCC1CCCO1)c1cccc(S(=O)(=O)N2CCOCC2)c1 (stereo not given)	2	-4	0	-4	0.0	5	-1	-6	-15	5
CSc1nc(Oc2ccc(C)cc2)cc(C(F)(F)F)n1	7	1	4	3	-0.4	3	2	5	-11	-2
O=C(NCCN1CCCCC1)c1ccc(F)cc1Cl	5	-4	2	-1	0.2	0	0	-8	4	-7
C=CCc1ccc(OCCCCN2CC(C)OC(C)C2)c(OC)c1 (stereo not given)	0	3	1	-7	-0.7	-3	4	2	-7	8
CC(=O)c1nc(N2C(=O)CC(Cc3ccccc3)C2=O)sc1C (stereo not given)	5	4	4	6	0.6	-6	0	-7	5	-4
CC(=O)N1CCSc2ccc(S(=O)(=O)N3CCC(C)CC3)cc21	-2	-5	1	1	-0.7	-1	4	19	4	4
